Bioassay records deposited in PubChem by National Center for Advancing Translational Sciences (NCATS).
S-ASM inh = Inhibitors of Secretory Acid Sphingomyelinase (S-ASM): qHTS; Sphingomyelin phosphodiesterase (Homo sapiens), P17405; placental ASM, HMU-PC fluorogenic substrate, 60 min; Potency, µM (top dose mostly 57.5 µM), without a hit: top-dose activity change, negative = inhibition, most hits filed as inhibitors; hit rate 0.006% among 340,000; note: potency is the fitted concentration of half-maximal effect
Target sequence (P17405 47-631 limits assumed): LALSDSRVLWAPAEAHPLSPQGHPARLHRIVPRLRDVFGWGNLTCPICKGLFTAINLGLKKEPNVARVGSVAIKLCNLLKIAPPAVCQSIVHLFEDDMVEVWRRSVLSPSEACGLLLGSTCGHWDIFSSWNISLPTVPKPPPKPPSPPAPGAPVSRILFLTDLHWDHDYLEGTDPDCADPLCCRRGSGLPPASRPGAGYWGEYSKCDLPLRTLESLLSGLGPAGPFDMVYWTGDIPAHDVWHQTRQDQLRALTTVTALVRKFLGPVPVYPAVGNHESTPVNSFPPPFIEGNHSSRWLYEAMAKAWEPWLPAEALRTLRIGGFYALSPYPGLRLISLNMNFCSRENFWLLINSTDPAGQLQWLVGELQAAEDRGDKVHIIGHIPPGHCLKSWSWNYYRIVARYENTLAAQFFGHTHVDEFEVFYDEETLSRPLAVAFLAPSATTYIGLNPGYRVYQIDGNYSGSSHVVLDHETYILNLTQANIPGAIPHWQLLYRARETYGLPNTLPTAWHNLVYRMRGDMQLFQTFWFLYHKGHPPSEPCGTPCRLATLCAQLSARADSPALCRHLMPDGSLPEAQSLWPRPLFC
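HMU-PC0 cleavage (9 uM final) by human placental ASM, 60 min at 37 °C following 10 min compound exposure at RT; stopped at pH 10, fluorescence Ex 386/Em 447 nm.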
Tb PFK inh = qHTS Assay to Find Inhibitors of T. brucei phosphofructokinase; Potency, µM (top dose mostly 57.5 µM), inactives show at the top dose activity, negative = inhibition, most hits filed as inhibitors; hit rate 0.17% among 330,000; ATP-dependent 6-phosphofructokinase (Trypanosoma brucei brucei), O15648; T. brucei PFK, ADP-Glo luminescence;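 note: potency is the fitted concentration of half-maximal effect; 0% = uninhibited 1x PFK enzyme wells and -100% = no-enzyme wells; nearly all actives have a fitted effect of over 60% in size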
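Compounds were pin-transferred as a titration series up to 57 uM into substrate buffer (0.5 mM F6P, 0.1 mM ATP, pH 8.0), then 1.25 nM PFK was added and reactions ran 45 min before ADP-Glo detection.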
TCR act = Activators of T cell receptors: qHTS campaign; primary human leukocytes, anti-CD3, IL-2 HTRF, 48 h; Potency, µM (series often up to 9.22 µM), for the others: at the top dose activation of IL-2 secretion, usual class: activators; 330,000 tested, under 10 active; AID 504894, 2011; note: % of control where 0% means no effect
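1) Mix primary human leukocytes, a-CD3 beads and compound. 2) Incubate 48 hr. 3) Add HTRF IL-2 reagents (a-IL-2-K, a-IL-2-d2).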
TSG101-PTAP inh = qHTS Assay for Iinhibitors of HIV-1 Budding by Blocking the Interaction of PTAP/TSG101; Tumor susceptibility gene 101 protein (Homo sapiens), Q99816; Fluorescence polarization, FITC-PTAP peptide / Tsg101 binding; Potency, µM (highest dose often 115 µM), inactives show at the top dose activity change, negative = inhibition, most hits filed as inhibitors; 340,000 tested, under 10 active; active = well fitted inhibition curve with a large enough effect in the main read-out, with a control signal flat, not every such curve was filed as active; inconclusive = small, poorly fitted or top-dose-only effect, or effect the other way, or a change in a side signal; inactive = no such curve, though single readings can be large or run the other way; note: potency is the fitted concentration of half-maximal effect; % of control where 0% means no effect
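Steps: Tsg101 binding domain dispensed (10 uM final), compounds pinned in DMSO, FITC-labeled PTAP-motif peptide added (50 nM final); after 20 min binding at room temperature, polarization measured.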
Mito fusion yeast = qHTS Assay for Small Molecule Inhibitors of Mitochondrial Division or Activators of Mitochondrial Fusion. S. cerevisiae fusion-defective mutant growth rescue, CellTiterGlo 48 h. Potency, µM (series often up to 46.1 µM), without a hit: at the top dose growth rescue (activation), actives largely listed as activators. hit rate 0.23% among 320,000;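 note: potency is the fitted concentration of half-maximal effect; % of control where 0% means no effect; nearly all actives have a fitted effect of over 45% in size; temperature-sensitive fusion mutants such as fzo1-1 at 37 °C on non-fermentable ethanol glycerol medium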
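Read-out: ATP-based luminescence (CellTiterGlo, 10 min ambient) reporting growth of fusion-defective ts yeast after 48 hours at 37C on glycerol/ethanol YPEG medium in the presence of compound.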
TSHR antag = Antagonists of the Thyroid Stimulating Hormone Receptor: HTS campaign; TSHR-expressing cells, TSH-stimulated cAMP HTRF, 2 h; hits give low values; activity change, negative = inhibition, % at 11.5 µM; hit rate 0.2% among 330,000; AID 504810, 2011; Thyrotropin receptor (Homo sapiens), P16473;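 active = activity change below a set negative limit, meaning inhibition stronger than a set level, cut at about -70% in these data; inconclusive = activity change between two set negative limits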; note: % is set by controls: 0 for no effect and ±100 for the full control effect
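Read-out is FRET at 665 nm (cryptate excitation 337 nm) from a cryptate-tagged anti-cAMP antibody, competed by cell cAMP against cAMP-d2. Compounds are tested on freshly harvested TSHR cells challenged with 4nM TSH (EC80) for 2 hours at 37 deg C.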
ELG1 DNA repair = qHTS screen for small molecules that inhibit ELG1-dependent DNA repair in human embryonic kidney (HEK293T) cells expressing luciferase-tagged ELG1; HEK293T ELG1-luciferase reporter, luminescence, 16 h; DNA damage induced by 5-fluorouridine; Potency, µM (top dose mostly 46.1 µM), without a hit: at the top dose activity change, negative = inhibition, usual class: inhibitors; hit rate 2.3% among 330,000; AID 504467, 2011; note: potency is the fitted concentration of half-maximal effect; % is set by controls: 0 for no effect and ±100 for the full control effect; nearly all actives have a fitted effect of over 55% in size
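In this reporter screen, reduction of luminescence relative to DMSO vehicle indicated activity. Compounds and 5-fluorouridine were added together to 2,000 cells per well, incubated for 16 hr at 37 °C, then developed with ONE-Glo.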
Eya2 inh = qHTS Assay for Inhibitors of the Phosphatase Activity of Eya2. recombinant Eya2, OMFP fluorescence dephosphorylation (OMFP is methylfluorescein phosphate). Protein phosphatase EYA2 (Homo sapiens), O00167. AID 488837, 2010. Potency, µM (top dose mostly 76.9 µM), without a hit: at the highest dose activity, negative = inhibition, hits mostly inhibitors. hit rate 0.006% among 330,000; note: potency is the fitted concentration of half-maximal effect; % is set by controls: 0 for no effect and ±100 for the full control effect
Target sequence (O00167 whole entry, looked up): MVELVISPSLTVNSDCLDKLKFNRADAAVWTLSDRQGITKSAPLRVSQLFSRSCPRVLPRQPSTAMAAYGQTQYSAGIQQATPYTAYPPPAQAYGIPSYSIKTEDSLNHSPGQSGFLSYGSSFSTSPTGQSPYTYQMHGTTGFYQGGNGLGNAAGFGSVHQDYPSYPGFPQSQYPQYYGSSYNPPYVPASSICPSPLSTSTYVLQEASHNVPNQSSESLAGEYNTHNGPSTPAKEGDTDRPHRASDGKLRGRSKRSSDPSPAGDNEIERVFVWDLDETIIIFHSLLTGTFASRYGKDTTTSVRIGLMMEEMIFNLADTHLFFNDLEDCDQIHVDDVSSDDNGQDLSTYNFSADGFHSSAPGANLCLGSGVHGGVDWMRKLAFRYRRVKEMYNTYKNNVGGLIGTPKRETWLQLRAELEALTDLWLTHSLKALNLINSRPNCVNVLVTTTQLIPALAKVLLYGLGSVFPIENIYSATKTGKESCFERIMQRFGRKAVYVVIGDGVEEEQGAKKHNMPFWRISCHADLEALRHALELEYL
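Eya2 (0.2 uM) preincubated 10 min at ambient with compound, then OMFP substrate added at 50 uM; 10 min reaction in 50 mM HEPES pH 7.5, 50 mM NaCl, 5 uM MgCl2, 0.05% BSA, 1 mM DTT. Fluorescence read at Ex 485/Em 525 nm.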
Integrin act MD = qHTS for Activators of Integrin-Mediated Alleviation for Muscular Dystrophy; alpha7betagal myoblasts, beta-gal FDG fluorescence, 48 h; Potency, µM (top dose mostly 38.3 µM), without a hit: at the highest dose activation, hits mostly activators; hit rate 0.064% among 350,000; AID 624291, 2012;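 note: potency is the fitted concentration of half-maximal effect; 100% = response of the positive control SU9516; nearly all actives have a fitted effect of over 60% in size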
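alpha7betagal+/- myoblasts (passage 13, 250/well) treated 48 h at 37C with compounds at 1:260 dilution of DMSO stock. Lysed, then beta-galactosidase activity read as FDG fluorescence (ex 480/em 540) after 30 min, with pre-read for autofluorescence.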
AT treatment = qHTS Assay for Identifying a Potential Treatment of Ataxia-Telangiectasia. […] A-T fibroblasts, KAP-1 phosphorylation AlphaLISA; neocarzinostatin DNA damage 30 min before lysis. Potency, µM (titrated, usually from 57.5 µM), for the others: at the highest dose activation, actives largely listed as activators. hit rate 0.19% among 320,000. AID 485349, 2010; note: potency is the fitted concentration of half-maximal effect; % of control where 0% means no effect; nearly all actives have a fitted effect of over 45% in size
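ATM-like activity read as KAP-1 phosphorylation via AlphaLISA donor/acceptor antibody pairs after lysis and 6 hr at 25C. Cells were ATM-null patient fibroblasts ([…], hTERT), dosed 60 min, then exposed to the DSB inducer NCS for 30 min.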
Chronic BCR inh = qHTS Assay to Find Inhibitors of Chronic Active B-Cell Receptor Signaling; ABC-DLBCL IkBa-CBG/CBR reporter, luminescence ratio, 4 h; Potency, µM (titrated, usually from 46.1 µM), for the others: top-dose ratio change, negative = lower green/red ratio, actives largely listed as inhibitors; hit rate 0.05% among 340,000; AID 493014, 2011; active = well fitted inhibition curve with a large enough effect in the signal ratio, with a control signal flat, not every such curve was filed as active; inconclusive = small, poorly fitted or top-dose-only effect, or effect the other way, or a change in a side signal; the % refers to the signal ratio;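 note: potency is the fitted concentration of half-maximal effect; plate controls were basal doxycycline-induced cells for no effect and cells given 10 µM MG132 for full effect; MG132 reads +100%, hits lower the ratio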
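TMD8 ABC-DLBCL cells carrying doxycycline-inducible green luciferase fused to IkappaBalpha plus unfused red luciferase were exposed to compounds (up to 46 uM) for 4 hrs at 37C. Activity came from the overlap-corrected green/red luminescence ratio.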
* hit, by the source's call; i = inactive; u = inconclusive; x = no result given; [ ] = dose if it differs, or a comment. Unless noted, calls come from the whole dose curve; as a rule, active = well fitted curve in the direction sought with a large enough effect; inconclusive = small, poorly fitted or top-dose-only effect, or another doubt; inactive = no such curve, though single readings can be large; an effect the other way counts as inactive or inconclusive. Rows are unselected; 3.2% or so of the library scored in one or more.

SMILES	S-ASM inh	Tb PFK inh	TCR act	TSG101-PTAP inh	Mito fusion yeast	TSHR antag	ELG1 DNA repair	Eya2 inh	Integrin act MD	AT treatment	Chronic BCR inh
Cc1c(-c2cc(C(=O)O)on2)cnn1C	6%	1%	x	-2%	-13%	17	-10%	6%	33%	-2%	1%
O=[N+]([O-])c1ccc(C2(O)CN(c3ccccc3)C3=[N+]2CCS3)cc1 (configuration not stated)	2%	6%	-12%	1%	-1%	-28	10%	-7%	0%	2%	u
COCC(=O)N/N=C\c1ccc(OC/C=C/c2ccccc2)c(OC)c1	-1%	0%	-11%	0%	11%	19	u	0%	-10%	0%	u
Cc1cc(C)n(-c2nnc3c4ccccc4n(C)c3n2)n1	3%	0%	-7%	-2%	-1%	-5	u	u	-7%	-5%	10%
COc1cccc(NC(=O)C2CC(=O)N(C)C(=Nc3cccc(F)c3)S2)c1 (configuration not stated)	u	-2%	-3%	-5%	3%	24	-16%	0%	-28%	0%	u
COc1ccc(NC(=O)COC(=O)c2ccc(F)cc2F)cc1	-2%	1%	4%	-3%	-5%	-14	9%	u	2%	14%	0%
CCc1ccccc1NC(=O)CCNS(=O)(=O)c1ccc2c(c1)CCC(=O)N2	1%	-7%	0%	-5%	-1%	-4	0%	3%	27%	7%	5%
O=C(c1ccccc1Sc1ccc([N+](=O)[O-])cc1Cl)N1CCOCC1	-1%	-3%	-4%	0%	2%	20	-3%	5%	12%	1%	-2%
C/C(=N\Nc1cc(N2CCOCC2)ncn1)c1ccccc1	-6%	-2%	-3%	0%	-23%	-3	u	-7%	-26%	-2%	-6%
COC(=O)C1=CN(Cc2ccc(OC)c(OC)c2)C=C(C(=O)OC)C1c1ccc(F)cc1	i	-1%	4%	-10%	-5%	-3	u	1%	-20%	u	u
Cc1cccc(-n2c(SCC(=O)Nc3cccc(S(=O)(=O)NC4=NCCCCC4)c3)nc3ccccc3c2=O)c1C	0%	-1%	-5%[46.1 µM]	-3%	0%	-14	-19%	1%	-17%	5%	-2%
O=C(CCCOc1ccc(Cl)cc1Cl)N/N=C/c1ccc(Cl)cc1	-19%	-1%	4%[46.1 µM]	-6%	2%	8	9%	0%	-20%	14%	u
CC[C@@H](C)C(NC(=O)OC(C)(C)C)c1cn([C@@H](Cc2cc3ccccc3[nH]2)C(=O)N2CCN(C(=O)OC(C)(C)C)CC2)nn1 (some centres not stated)	3%	0%	-31%	-5%	-3%	-8	u	4%	11%	11%	0%
Cc1cc(Oc2ccc(N)cn2)ccc1Cl	0%	-5%	-4%	0%	2%	1	25%	-3%	-15%	-9%	u
CCOc1cc(C(=S)N2CCOCC2)ccc1OS(=O)(=O)c1ccc(NC(C)=O)cc1	-1%	2%	1%	-20%	2%	-16	u	-17%	0%	1%	-3%
Cc1cc(OCC(=O)NCc2ccccn2)c2c(C)cc(=O)oc2c1	25%	3%	-4%	-7%	14%	6	-1%	4%	0%	2%	-30%
COc1cccc(CNC(=O)CCn2ccc3cc(S(=O)(=O)N4CCCC4)ccc32)c1	-6%	4%	-2%	-6%	-1%	-5	4%	12%	0%	4%	4%
Cc1cccc(CSC(Nc2ccc(F)cc2)=C(C#N)C#N)c1	-10%	2%	-2%[46.1 µM]	-6%	7%	-28	u	9%	-59%[inhibitor]	3%	-1%
CC(C)NC(=O)Cn1nnc(-c2ccc(Cl)cc2)n1	-1%	-1%	1%	0%	-1%	16	22%	3%	4%	1%	0%
O=C1CC(c2ccsc2)c2ccc3ccccc3c2N1 (configuration not stated)	-7%	-3%	-2%	-2%	12%	15	2%	-24%	-21%	-7%	8%
Cc1ccc(SCc2nc3ccccc3n2CC(=O)Nc2c(C)cccc2C)cc1	1%	2%	-2%	1%	-1%	4	5%	-7%	u	8%	1%
COc1ccccc1CNC(=O)C1CCN(S(=O)(=O)N2CCCCC2)CC1	-1%	1%	0%	-6%	3%	3	1%	-14%	6%	2%	-3%
CCn1c(CC(=O)Nc2ccc(F)cc2)nnc1SCC(=O)NC1=NCCS1	-11%	2%	5%	-1%	-4%	0	-2%	-7%	-3%	8%	3%
Cc1cc(C)c(S(=O)(=O)N2CCCC(C(=O)N3CCCC3)C2)c(C)c1 (configuration not stated)	2%	1%	-4%	x	0%	2	-13%	-10%	-39%	3%	-4%
COCCCN(C(=S)Nc1c(C)cc(C)cc1C)C(C)c1ccccn1 (configuration not stated)	3%	-12%	-2%	1%	0%	-1	-8%	2%	18%	6%	0%

More records:
SMILES	S-ASM inh	Tb PFK inh	TCR act	TSG101-PTAP inh	Mito fusion yeast	TSHR antag	ELG1 DNA repair	Eya2 inh	Integrin act MD	AT treatment	Chronic BCR inh
CCC(=O)NC(=S)N1CCN(c2ccc([N+](=O)[O-])cc2Cl)CC1	0%	0%	6%	-9%	-9%	14	u	-16%	19%	-1%	u
COC(=O)CCC(=O)OC1(C)C(=O)C=C2C=C(C3CC3)N(Cc3ccco3)C=C2C1=O (configuration not stated)	89%[activator]	1%	13%	-9%	0%	18	5%	-3%	0%	3%	-2%
COc1ccc(CNC(=O)c2cccc(N3CCCC3=O)c2)cc1	3%	1%	-1%	-5%	0%	-1	0%	-3%	0%	2%	0%
CNc1nc(C)c(C#N)cc1C(C)=O	90%[activator]	-4%	6%	-7%	0%	-1	-7%	-3%	15%	-1%	-1%
CCOC(=O)c1cc(-c2ccc(F)cc2)n(CC(=O)NC(C)CC)c1C (configuration not stated)	0%	-1%	3%	-5%	4%	-2	-5%	7%	15%	-1%	5%
O=C(Nc1ccc(Br)cc1)Nc1ccccc1F	0%	-2%	-3%	-2%	-2%	-25	u	2%	13%	8%	u
Cc1cccc2nc(CSc3nncn3-c3ccccc3)cn12	0%	0%	8%	1%	0%	-1	-2%	-3%	-9%	3%	2%
NC(=O)CC1SC(N)=NC1=O (configuration not stated)	0%	0%	-2%	-2%	0%	4	0%	0%	0%	1%	u
CCCN1CCN(S(=O)(=O)c2cn(C)nc2C)CC1	8%	-6%	7%	u	-1%	6	-7%	23%	-5%	1%	0%
CCOc1ccc(OCc2cccc(C(=O)Nc3ccc(CN4CCCCC4)cc3)c2)cc1	-10%	1%	-2%[46.1 µM]	3%	3%	9	u	-6%	-60%[inhibitor]	5%	u
Cc1nn(C(C)C(=O)NNC(=S)Nc2ccc(Cl)cc2)c(C)c1[N+](=O)[O-] (configuration not stated)	-3%	-4%	x	-12%	-3%	9	2%	-28%	-2%[7.66 µM]	-1%	u
FC(F)Oc1ccccc1NC(=S)Nc1cccnc1	2%	0%	-2%	1%	-12%	15	5%	-3%	-28%	1%	1%
CCN(CC)C(=O)C1CCN(S(=O)(=O)c2ccc3oc4ccccc4c3c2)CC1	-12%	-2%	-1%	0%	0%	29	u	1%	-56%[inhibitor]	2%	4%

A run of entries of the results above:
SMILES	S-ASM inh	Tb PFK inh	TCR act	TSG101-PTAP inh	Mito fusion yeast	TSHR antag	ELG1 DNA repair	Eya2 inh	Integrin act MD	AT treatment	Chronic BCR inh
O=C(c1ccccc1Sc1ccc([N+](=O)[O-])cc1Cl)N1CCOCC1	-1%	-3%	-4%	0%	2%	20	-3%	5%	12%	1%	-2%
C/C(=N\Nc1cc(N2CCOCC2)ncn1)c1ccccc1	-6%	-2%	-3%	0%	-23%	-3	u	-7%	-26%	-2%	-6%
